PDI turbidity – PDI (human) enzyme inhibition | AID 588391 | hit rate 0.052% among 350,000 | PDI insulin aggregation turbidity, A650, 90 min | inhibition, % at 10 µM;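 active means mean inhibition across replicates of 30% or more, whatever share of single replicates reach that level; inconclusive means mean inhibition below 30% while every single replicate reaches 30%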;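 further: absorbance from insulin aggregation driven by PDI reduction with DTT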
Glyco luc inh – N-linked glycosylation inhibition | D54 ERlucT glycosylation luciferase reporter, 24 h; percent of 100 nM tunicamycin response | AID 588692 | reporter increase, % at 12.5 µM | hit rate 0.23% among 360,000;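 active means mean luciferase reporter signal, scaled so untreated is 0 and the glycosylation-blocking control 100, at or above a set limit in every replicate; inconclusive means mean reaches the limit but not every replicate does; inactive means mean below the limit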;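 further: luciferase carries N-glycosylation sites so blocking glycosylation raises the light; 0% = median of neutral control wells and 100% = median of 100 nM tunicamycin wells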
Vif inh – HIV Vif inhibition | HEK293T cells, Vif self-association by quenched fluorescence, imaging, 24 h | inhibition, % at 7.49 µM | hit rate 0.35% among 340,000; in the data active means inhibition above about 50%, passing the limit was not always enough; inconclusive means no clear call, values can overlap the other calls; inactive means below about 31%; further: some results filed as inactive read as strong as hits
m5-HT2A agonist – mouse HTR2A agonism via beta-arrestin recruitment; CHO-K1 mHTR2A beta-arrestin complementation, luminescence; percent of 30 µM serotonin response; activation, % at 7.6 µM; hit rate 0.66% among 360,000;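 active means activation above a run cutoff, the mean activation of all tested compounds plus 3 SD, cut at about 14% in these data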;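 further: 0% = plate median of compound wells and 100% = 30 µM serotonin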
Target sequence (P35363 whole entry, looked up): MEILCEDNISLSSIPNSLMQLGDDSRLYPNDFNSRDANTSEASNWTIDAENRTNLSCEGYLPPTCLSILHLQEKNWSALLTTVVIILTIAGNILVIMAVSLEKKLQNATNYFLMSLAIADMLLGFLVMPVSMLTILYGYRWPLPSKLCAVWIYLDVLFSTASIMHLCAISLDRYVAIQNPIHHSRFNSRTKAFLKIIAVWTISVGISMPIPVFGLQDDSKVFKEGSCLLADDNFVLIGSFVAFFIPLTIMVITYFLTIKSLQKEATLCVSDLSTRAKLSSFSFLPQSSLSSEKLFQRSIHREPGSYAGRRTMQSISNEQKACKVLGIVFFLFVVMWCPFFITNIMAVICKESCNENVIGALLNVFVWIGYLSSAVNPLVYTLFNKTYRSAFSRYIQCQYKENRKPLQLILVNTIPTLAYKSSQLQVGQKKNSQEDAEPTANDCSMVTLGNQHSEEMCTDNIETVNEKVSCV
ABCB6 inh MLPCN – human ABCB6 transporter inhibition; fluorescence ratio to DMSO, % at 10 µM; Q9NP58; hit rate 0.19% among 360,000; AID 602162; K562-ABCB6 porphyrin accumulation, flow cytometry, 1 h; active compounds read low;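 active means fluorescence ratio to DMSO below 75%, the collection mean minus 3 SD; inconclusive means too few cells collected in the well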;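 further: signal is porphyrin accumulated inside mitochondria; 100% equals median channel fluorescence of DMSO control wells; lower ratio means ABCB6 inhibition with less porphyrin fluorescence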
CaV13 FRET inh – Disruptors of the CACNA1D IQ motif to Ca2+-dependent inactivation inhibitor domain association, primary screening, Förster resonance energy transfer in intact living …. HEK cells, CFP/YFP FRET ICDI-IQ, plate reader, 10 min; percent FRET-ratio fall versus neutral wells. inhibition, % at 12.3 µM. hit rate 0.098% among 340,000;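 active means mean replicate inhibition of at least 30% and at least 1% of replicates passing that level; inconclusive means only one of the two criteria is met; inactive means neither criterion is met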;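 further: 0% = median of the neutral control wells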
aDG glyco act – increases alpha dystroglycan glycosylation. activation, % at 10 µM. AID 624168. Pro5-aDG cells, alpha-DG glycosylation AlphaScreen (IIH6); 0% Pro5, 100% B10-LARGE cell signal. hit rate 0.22% among 360,000;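 active means activation of at least 8% versus controls, or a plate z-score of at least 8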;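 further: Pro5 are CHO cells carrying HIG-tagged alpha-DG that lacks glycosylation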
MC4R barr agon – activates human MC4R beta-arrestin recruitment; P32245; U2OS MC4R beta-arrestin complementation, luminescence; percent of melanotan II response, DMSO zero; activation, % at 8.9 µM; hit rate 0.98% among 360,000;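 active means activation above a per-plate cutoff, the mean activation of sample wells on that plate plus 3 SD, cut at about 8% in these data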
Target sequence (P32245 whole entry, looked up): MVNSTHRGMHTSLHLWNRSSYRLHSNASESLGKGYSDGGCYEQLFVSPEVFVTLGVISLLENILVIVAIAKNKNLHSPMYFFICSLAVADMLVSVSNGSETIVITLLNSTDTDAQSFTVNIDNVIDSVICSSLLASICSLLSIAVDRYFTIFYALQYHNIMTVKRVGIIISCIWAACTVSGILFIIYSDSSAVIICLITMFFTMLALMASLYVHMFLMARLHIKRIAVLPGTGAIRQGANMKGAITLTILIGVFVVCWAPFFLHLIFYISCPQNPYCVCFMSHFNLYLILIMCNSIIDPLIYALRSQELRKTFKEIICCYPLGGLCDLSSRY
MC4R antag cAMP – human MC4R antagonism in cAMP assay. P32245. MC4R-expressing cells, MTII-stimulated cAMP, LANCE TR-FRET. inhibition, % at 6.5 µM. hit rate 0.48% among 360,000. AID 540295;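 active means inhibition above its plate's cutoff, the mean of tested wells on that plate plus 3 SD, cut at about 29% in these data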;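 further: 0% = Melanotan II alone and 100% = Melanotan II plus saturating MCL0020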
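Material – human MC4R-expressing U2OS cells · Repeats – no replicates · Detection – TR-FRET with Eu-cAMP and labeled anti-cAMP, 671 nm · Times – compound 30 min, challenge 1 h, detection 1 h · Compound – single nominal compound dose of 6.5 µM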
H9c2 protect – modulators protecting cardiomyocytes from myocardial damage; H9c2 cardiomyocytes, H2O2 injury protection, ATPLite, 2 h; protection from H2O2 cell death, % at 20 µM; hit rate 0.63% among 360,000; AID 588492;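 active means compounds giving at least 50% protection of heart cells from peroxide-induced death in the single-dose screen, raw or plate-pattern-corrected value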;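 further: 0% = DMSO wells with peroxide and 100% = DMSO wells without peroxide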
An asterisk follows results filed as active; u = inconclusive; x = no result given.

#	compound	PDI turbidity	Glyco luc inh	Vif inh	m5-HT2A agonist	ABCB6 inh MLPCN
1	CCOC(=O)c1c(NC(=O)CN(C)C)sc(C(=O)N(CC)CC)c1C	-9	-1	-5	0	96
2	O=c1c2sc3ccccc3c2[nH]c(=S)n1CCN1CCOCC1	-4	-1	-2	10	101
3	CC(C)NCC(O)(c1ccc(Cl)cc1)c1ccc(Cl)cc1	-4	2	-2	-4	99
4	O=C(CCC(=O)n1ncc2ccccc21)N1CCCCC1	x	1	x	0	104
5	CCN(C[C@H]1N[C@@](Cc2ccccc2)(C(=O)OC)[C@H]2C(=O)N(C)C(=O)[C@@H]12)C(=O)COc1ccccc1	2	2	u	5	95
6	CCOc1cc(C(C(=O)NCC2CCCO2)N(C(=O)Cn2nnc3ccccc32)c2ccccc2OC)ccc1O (configuration not stated)	0	1	1	1	97
7	O=C(Cn1c(=O)oc2cc(S(=O)(=O)N3CCCC3)ccc21)NCc1ccc(F)cc1	7	0	-3	-1	101
8	C=CCSc1nnc2c(n1)OC=Nc1ccccc1-2	13	0	5	6	98
9	O=C(NCCCN1CCOCC1)c1onc(CSc2ccccc2)c1C(=O)NCCCN1CCOCC1	-1	-1	1	-5	97
10	Cc1ccc(S(=O)(=O)/C(C#N)=C/c2c(N3CCOCC3)nc3c(C)cccn3c2=O)cc1	0	1	-7	-4	99
11	COc1ccc(S(=O)(=O)N2CCN(Cc3cc4c(cc3Br)OCCO4)CC2)cc1	-9	-1	4	1	98
12	CCc1ccc(/C=C/c2c([N+](=O)[O-])c(=O)n(C)c(=O)n2C)cc1	0	-4	6	6	100
13	COc1ccc(S(=O)(=O)N2CCCCC2)cc1NC(=O)CN(C)C1CCCCC1	-6	-9	-1	-5	102
14	Cc1cccn2c(CN(C)CC3Cc4ccccc4O3)c(C(=O)N3CCCCC3)nc12 (configuration not stated)	9	-1	1	-2	94
15	O=C(CCN1C(=O)C2CC=C(Cl)CC2C1=O)Nc1ccccc1O (configuration not stated)	-17	2	2	11	96

#	CaV13 FRET inh	aDG glyco act	MC4R barr agon	MC4R antag cAMP	H9c2 protect
1	-4	2.9	-0.2	4	5
2	-4	-0.3	-1.9	-4	-3
3	-6	0.2	-0.6	-2	0
4	-3	0.0	0.4	0	4
5	-5	0.0	-0.9	0	14
6	-4	0.1	-1.4	6	13
7	-5	-0.1	-1.7	7	5
8	-7	-0.2	-1.9	5	11
9	-2	-0.2	0.5	4	-2
10	-40	-0.1	-2.0	17	7
11	-6	-0.2	-1.1	2	-5
12	-17	0.3	-1.0	-3	-4
13	3	0.7	-1.5	6	-14
14	-8	-0.4	-1.9	6	10
15	x	-0.4	-0.8	3	5

Following part.
#	compound	PDI turbidity	Glyco luc inh	Vif inh	m5-HT2A agonist	ABCB6 inh MLPCN
16	C=CCn1c(O)c(N=NC(=O)c2ccccc2NS(=O)(=O)c2cccs2)c2ccccc21	1	0	2	0	102
17	CC(=O)c1ccc(OCCCC(=O)Nc2cccc(-c3nn[nH]n3)c2)cc1	-6	0	9	4	103
18	Cc1nc(SCC(=O)c2c(N)n(C3CC3)c(=O)[nH]c2=O)[nH]c(=O)c1CCO	5	1	-10	0	97
19	O=C(NC1CC1)c1ccc(NS(=O)(=O)c2ccc(F)cc2)cc1	-2	0	-4	-2	99
20	Cc1ccc(N=Cc2c(O)cc(C)oc2=O)c(C)c1	5	4	14	1	93
21	CCN1CCCC1CNC(=O)CCc1nc(-c2ccc(C)cc2)no1 (configuration not stated)	-1	-1	4	0	96
22	COc1ccc(/C=C/C(=O)Nc2ccc(N3CCOCC3)cc2)cc1	0	-3	-2	1	99
23	COc1ccccc1C=NNC(=O)C(=O)NN=Cc1ccccc1OC	-7	-1	0	5	98
24	CCn1c(=S)sc2c(=O)n(CC(=O)Nc3cc(OC)ccc3OC)c(C)nc21	-3	-1	-6	-1	97
25	O=c1c2cnn(-c3ccccc3)c2nc(-c2ccco2)n1-c1ccccc1	-5	4	-15	0	87
26	CCOC(=O)C1=C(C)Nc2ncnn2C1c1ccc2c(c1)OCO2 (configuration not stated)	-7	1	3	-4	98
27	Nc1n[nH]c(C2CC2)c1N=Nc1ccc(Cl)cc1	3	-2	2	-4	91
28	COCCn1c(SCC(=O)NCC2CCCO2)nc2c(c1=O)SC(C)C2 (configuration not stated)	x	1	0	1	99
29	NC(=O)C1CCN(C(=O)c2ccc(CS(=O)(=O)c3c(Cl)cccc3Cl)o2)CC1	0	1	16	-3	100
30	O=C(NNS(=O)(=O)c1ccccc1)c1cccs1	-2	0	-11	1	104

#	CaV13 FRET inh	aDG glyco act	MC4R barr agon	MC4R antag cAMP	H9c2 protect
16	-3	0.1	0.5	9	-5
17	-4	0.0	-0.2	5	-2
18	-5	0.3	-1.4	-8	1
19	-7	0.0	0.5	0	-2
20	-4	0.0	0.4	2	-5
21	-4	0.4	-0.8	6	-2
22	-5	-0.3	-2.0	8	-1
23	-5	0.3	-0.7	-2	12
24	-2	-0.2	-0.6	9	2
25	-7	0.2	-0.4	2	22
26	-9	0.0	-1.6	3	8
27	-11	-0.2	-0.3	10	-4
28	-3	-0.2	-0.9	5	7
29	-4	0.0	-0.1	1	1
30	-6	-0.4	-0.6	3	4

Single records, from the list above:
Record of `CC(=O)c1ccc(OCCCC(=O)Nc2cccc(-c3nn[nH]n3)c2)cc1` : PDI turbidity: -6; Glyco luc inh: 0; Vif inh: 9; m5-HT2A agonist: 4; ABCB6 inh MLPCN: 103; CaV13 FRET inh: -4; aDG glyco act: 0.0; MC4R barr agon: -0.2; MC4R antag cAMP: 5; H9c2 protect: -2
Record of `C=CCn1c(O)c(N=NC(=O)c2ccccc2NS(=O)(=O)c2cccs2)c2ccccc21` : PDI turbidity: 1; Glyco luc inh: 0; Vif inh: 2; m5-HT2A agonist: 0; ABCB6 inh MLPCN: 102; CaV13 FRET inh: -3; aDG glyco act: 0.1; MC4R barr agon: 0.5; MC4R antag cAMP: 9; H9c2 protect: -5

New compounds follow:
#	compound	PDI turbidity	Glyco luc inh	Vif inh	m5-HT2A agonist	ABCB6 inh MLPCN
31	CC(=O)/C(=N/Nc1ccccc1Cl)Sc1nnc(C(O)c2ccccc2)n1-c1ccccc1 (configuration not stated)	-11	0	1	-2	86
32	O=C(O)CCNC(=O)c1ccc(NC(=O)C(c2ccccc2)c2ccccc2)cc1	4	0	11	1	98
33	CSc1ccccc1NC(=O)CCn1c(=O)oc2ccccc21	-7	1	-3	2	98
34	CN(C)c1ccc(NC(N)=S)cc1	3	3	-12	-1	105
35	CC(C)(C)c1ccc(C(=O)N2CCN(c3nc4ccccc4o3)CC2)cc1	x	-1	3	17*	97
36	Cc1ccc(NC2CCCN(C(=O)c3c(C)noc3C)C2)cc1C (configuration not stated)	-2	1	11	0	102
37	O=C1CCc2cc(S(=O)(=O)N3CCC(C(=O)NC4CCCc5ccccc54)CC3)ccc2N1 (configuration not stated)	5	-6	-3	-1	105
38	CC(C)CN1C(=O)c2ccc(C(=O)Nc3c[nH]c(=O)[nH]c3=O)cc2C1=O	-3	0	-1	3	99
39	CCOC(=O)CC(NC(=O)c1cc2cc(Br)ccc2oc1=O)c1cccc([N+](=O)[O-])c1 (configuration not stated)	-4	1	-3	0	99
40	NC(=O)C1=C(N=C2CCCCC2)CCCC1	-3	-1	65*	-2	98
41	CC(=O)Nc1ccc(S(=O)(=O)NCCS(=O)(=O)N2CCN(c3ccccc3)CC2)cc1	11	-1	-4	-2	97
42	CCSc1ccc(-c2cccc([N+](=O)[O-])c2)nn1	0	1	-2	2	98
43	COC(=O)COc1ccc2c(=O)c(-c3ccccc3)coc2c1	-6	-1	3	1	99
44	O=C(OCCN1C(=O)c2ccccc2C1=O)c1cnccn1	-7	0	-4	0	102
45	Cn1c(=O)oc2ccccc2c1=O	-3	0	14	1	99
46	COC(=O)[C@@]1(Cc2ccc(F)cc2)[C@H]2c3cc(C(=O)N(C)C)n(CC4CC4)c3C[C@H]2CN1C(=O)c1ccccc1	x	x	x	-2	99
47	O=S(=O)(c1ccc(Cl)cc1)N1CCC(n2cccc2)CC1	1	0	-6	-1	93
48	O=C(COC(=O)c1cccc(S(=O)(=O)N2CCOCC2)c1)Nc1ncc(C(F)(F)F)cc1Cl	10	-2	-1	2	94

#	CaV13 FRET inh	aDG glyco act	MC4R barr agon	MC4R antag cAMP	H9c2 protect
31	-3	-0.2	-1.3	6	6
32	-1	0.0	-1.0	11	6
33	-6	0.0	-1.3	11	3
34	0	0.5	-0.3	7	-6
35	-3	0.7	0.1	16	-18
36	-6	0.8	-2.9	-1	1
37	9	0.3	-0.7	0	1
38	-4	0.0	-0.3	11	1
39	-7	-0.4	-4.1	11	3
40	-5	0.2	-0.9	2	4
41	-14	-0.3	-1.4	1	-5
42	-3	0.0	-3.0	10	-1
43	-20	-0.1	-0.5	44*	0
44	-3	-0.2	-2.3	-2	-1
45	-6	0.3	-1.0	7	4
46	-7	1.9	x	x	x
47	-6	-0.1	-1.3	5	-8
48	-4	-0.2	0.6	12	-1
